Compound activity as filed in PubChem BioAssay.
697 NFkB inh – lowers PMA/ionomycin-induced NF-kB signal in 697 B cells; AID 435022; 697 B-cell NF-kB luciferase reporter, 16 h; hit rate 0.33% among 330,000; inhibition, % at 4 µM; in the data active = inhibition above about 35%
Jurkat NFkB inh – lowers PMA/ionomycin-induced NF-kB signal in Jurkat cells; hit rate 0.53% among 330,000; PMA/ionomycin-induced NF-kB luciferase reporter, luminescence; AID 435003; inhibition, % at 4 µM
SENP7 inh – blocks the human protease SENP7; inhibition, % at 5 µM; hit rate 1.5% among 330,000; recombinant SENP7, Z-RLRGG-aminoluciferin luminescence, 40 min; AID 434973;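 active = inhibition above about 50% at the single test dose, limit read from the data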;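 note: plate controls were DMSO with enzyme for no effect and no enzyme buffer wells for full effect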
Target sequence (Q9BQF6 706-1050 limits assumed): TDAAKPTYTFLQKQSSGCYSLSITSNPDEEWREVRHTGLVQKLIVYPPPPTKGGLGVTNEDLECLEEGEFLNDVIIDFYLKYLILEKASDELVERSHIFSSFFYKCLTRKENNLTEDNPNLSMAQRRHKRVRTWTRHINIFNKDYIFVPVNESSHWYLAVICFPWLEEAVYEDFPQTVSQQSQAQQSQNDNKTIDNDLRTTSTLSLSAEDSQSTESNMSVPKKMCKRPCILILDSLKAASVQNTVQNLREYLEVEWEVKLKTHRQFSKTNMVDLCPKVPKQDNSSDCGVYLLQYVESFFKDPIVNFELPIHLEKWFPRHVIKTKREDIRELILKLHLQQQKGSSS
Gli-Sufu block – antagonists of Gli-Sufu signaling; Sufu-KO-LIGHT fibroblasts, Gli luciferase reporter luminescence; inhibition, % at 5 µM; hit rate 0.74% among 340,000; AID 588413;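 active = inhibition above about 55%, limit read from the data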;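 note: 0% = DMSO-treated cells and 100% = wells with medium but no cells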
UBC13 polyUb – inhibitors of human UBC13 polyubiquitin chain formation; TR-FRET; inhibition, % at 20 µM; P61088; AID 485273; hit rate 0.47% among 330,000; in the data active = inhibition above about 45%, passing the limit was not always enough; inconclusive = no clear call, values can overlap the other calls
Target sequence (P61088 whole entry, looked up): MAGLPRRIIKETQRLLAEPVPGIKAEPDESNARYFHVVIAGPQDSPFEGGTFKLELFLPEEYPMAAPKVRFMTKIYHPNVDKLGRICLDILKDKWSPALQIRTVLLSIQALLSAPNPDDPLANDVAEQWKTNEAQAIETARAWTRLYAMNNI
SENP8 block – SENP8 protease inhibition; Q96LD8; purified SENP8, Z-RLRGG-aminoluciferin cleavage, luminescence; inhibition, % at 10 µM; hit rate 1.2% among 330,000
Target sequence (Q96LD8 whole entry, looked up): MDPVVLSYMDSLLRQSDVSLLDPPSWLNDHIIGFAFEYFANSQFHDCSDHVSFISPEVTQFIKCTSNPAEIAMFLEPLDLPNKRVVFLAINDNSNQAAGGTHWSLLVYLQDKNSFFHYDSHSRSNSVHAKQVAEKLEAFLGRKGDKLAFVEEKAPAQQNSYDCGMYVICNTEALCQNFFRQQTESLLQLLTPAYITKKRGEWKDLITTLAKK
HKDC1 inh – blocks human hexokinase HKDC1 activity. recombinant HKDC1, G6PDH/diaphorase resazurin coupled fluorescence. hit rate 0.16% among 340,000. inhibition, % at 20 µM;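 active = inhibition above about 35% when tested at 20 µM, limit read from the data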;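 note: plate controls were DMSO wells with enzyme for no effect and DMSO wells lacking enzyme for full effect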
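Assay system – recombinant HKDC1 (HK5) hexokinase enzyme, produced in-house · Input – HKDC1 at 5 µg/mL · Reagent – glucose plus 1 mM ATP as hexokinase substrates · Timing – 90 min reaction incubation at room temperature, dark · Measured by – G6PDH/diaphorase-coupled fluorescence, 1 mM NADP, 100 µM resazurin, 525/613 nm · Benchmarks – DMSO-enzyme wells negative, buffer-substituted wells positive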
Apaf1 inhib – human Apaf-1 inhibition; reconstituted apoptosome caspase-3 activity, DEVD-Rh110 fluorescence; inhibition, % at 20 µM; hit rate 0.71% among 330,000; AID 489030; active = inhibition of at least 40% at 20 µM;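 note: plate controls were DMSO wells for no effect and DEVD-CHO caspase inhibitor wells for full effect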
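System: Apoptosome proteins | Medium: Hepes pH 7.5 with detergent and BSA | Also added: Cytochrome c trigger plus (Z-DEVD)2-Rh110 caspase-3 substrate | Incubation: 30 min compound preincubation, 50 min activation, room temperature | Detection: Rhodamine 110 fluorescence at Ex 480/Em 540 nm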
* marks the source's active call; other numbers are inactive results; u = inconclusive; x = no result given. Cut-off read from the data, not from the text of the source, unless noted: active = inhibition above about 50%; inactive = the rest.

Start of the data: the first eleven compounds (preview)
Structure | 697 NFkB inh | Jurkat NFkB inh | SENP7 inh | Gli-Sufu block | UBC13 polyUb | SENP8 block | HKDC1 inh | Apaf1 inhib
C/C(=N\NC(=O)C1CC1c1ccccc1)c1cccc([N+](=O)[O-])c1 (configuration not stated) | -7 | 12 | 6 | 13 | 2 | 2 | -10 | -3
O=C(CNC(=O)c1ccco1)OCC(=O)c1ccc(Br)cc1 | 12 | 5 | -2 | -10 | 0 | -10 | -4 | 0
COc1ccc(-c2c(-c3cc(OC)cc(OC)c3)n(C)c3ccc(-c4ccc(OC)nc4)cc23)cc1 | 17 | -5 | 10 | 8 | u | 12 | -5 | 2
c1ccc2c(CNCCN3CCOCC3)cccc2c1 | 15 | 3 | -1 | 4 | 1 | 4 | 0 | 1
CC(C)(C)c1ccc(Cc2n[nH]c(=S)[nH]c2=O)cc1 | 6 | 7 | 0 | 2 | 1 | 2 | 3 | 4
O=C(Nc1cccc(F)c1)C1CCN(c2nnnn2-c2ccccc2)CC1 | 7 | -2 | -4 | -3 | -4 | -5 | 1 | 4
CCOC(=O)c1cc2c(=O)n3ccccc3nc2n(C(C)C)c1=NC(=O)c1c(-c2c(F)cccc2Cl)noc1C | 20 | 3 | -6 | 23 | 5 | -5 | 2 | 12
N#Cc1nc(COc2ccc(-c3ccccc3)cc2)oc1NCc1cccnc1 | -51 | 2 | 4 | -15 | 4 | -1 | 3 | 23
Cc1[nH]c2ccccc2c1C(=O)COC(=O)C1CC(=O)N(Cc2ccco2)C1 (configuration not stated) | 9 | -9 | -3 | -3 | -4 | -14 | -3 | 9
COC(=O)c1c(NS(=O)(=O)Cc2ccccc2)sc2c1CCCC2 | -24 | -14 | 4 | 5 | -5 | 7 | -1 | 11
CCOC(=O)C1=C(C)N2C(=C(C#N)[C@@H]1c1ccc(C(=O)OC)cc1)SC[C@@]2(O)C(C)(C)C | -72 | -15 | 0 | 14 | 12 | 2 | 2 | 28

The list itself (from the top)
Structure | 697 NFkB inh | Jurkat NFkB inh | SENP7 inh | Gli-Sufu block | UBC13 polyUb | SENP8 block | HKDC1 inh | Apaf1 inhib
C/C(=N\NC(=O)C1CC1c1ccccc1)c1cccc([N+](=O)[O-])c1 (configuration not stated) | -7 | 12 | 6 | 13 | 2 | 2 | -10 | -3
O=C(CNC(=O)c1ccco1)OCC(=O)c1ccc(Br)cc1 | 12 | 5 | -2 | -10 | 0 | -10 | -4 | 0
COc1ccc(-c2c(-c3cc(OC)cc(OC)c3)n(C)c3ccc(-c4ccc(OC)nc4)cc23)cc1 | 17 | -5 | 10 | 8 | u | 12 | -5 | 2
c1ccc2c(CNCCN3CCOCC3)cccc2c1 | 15 | 3 | -1 | 4 | 1 | 4 | 0 | 1
CC(C)(C)c1ccc(Cc2n[nH]c(=S)[nH]c2=O)cc1 | 6 | 7 | 0 | 2 | 1 | 2 | 3 | 4
O=C(Nc1cccc(F)c1)C1CCN(c2nnnn2-c2ccccc2)CC1 | 7 | -2 | -4 | -3 | -4 | -5 | 1 | 4
CCOC(=O)c1cc2c(=O)n3ccccc3nc2n(C(C)C)c1=NC(=O)c1c(-c2c(F)cccc2Cl)noc1C | 20 | 3 | -6 | 23 | 5 | -5 | 2 | 12
N#Cc1nc(COc2ccc(-c3ccccc3)cc2)oc1NCc1cccnc1 | -51 | 2 | 4 | -15 | 4 | -1 | 3 | 23
Cc1[nH]c2ccccc2c1C(=O)COC(=O)C1CC(=O)N(Cc2ccco2)C1 (configuration not stated) | 9 | -9 | -3 | -3 | -4 | -14 | -3 | 9
COC(=O)c1c(NS(=O)(=O)Cc2ccccc2)sc2c1CCCC2 | -24 | -14 | 4 | 5 | -5 | 7 | -1 | 11
CCOC(=O)C1=C(C)N2C(=C(C#N)[C@@H]1c1ccc(C(=O)OC)cc1)SC[C@@]2(O)C(C)(C)C | -72 | -15 | 0 | 14 | 12 | 2 | 2 | 28
Cc1onc(-c2ccccc2)c1CNC(=O)Nc1ccc(F)cc1F | -16 | 8 | 1 | -2 | 10 | 3 | -1 | -17
COc1ccc(OC)c(CCNC(=O)Cn2cccc2C(=O)c2ccccc2)c1 | -22 | 5 | -7 | 22 | -2 | -8 | -1 | 9
COc1ccc(OC)c(NC(=O)Nc2nnc(N3CCCCC3C)s2)c1 (configuration not stated) | 6 | -8 | 7 | -6 | 5 | -8 | 9 | 19
CC(=O)Nc1ccc(C(=O)N/N=C/c2ccccc2OC(=O)c2ccc(Cl)cc2)cc1 | 9 | 4 | 6 | 35 | 6 | 3 | -5 | -17
CN(C)S(=O)(=O)c1cccc(NC(=O)NCCCl)c1 | 15 | -3 | -1 | 9 | 4 | -2 | 1 | -7
CCNc1ccc(C(=O)OCC)cc1NC(=O)c1cccc(S(=O)(=O)N2CCOCC2)c1 | 12 | -6 | 10 | 8 | -1 | -3 | -7 | -4
O=C1CC(c2ccccc2)c2cccc(F)c21 (configuration not stated) | 11 | -16 | -5 | 5 | 8 | -4 | -3 | -2
O=C(c1ccc2c(c1)N(Cc1ccccc1)CCS2)N1CCOCC1 | 6 | 7 | 0 | -9 | 20 | 0 | -3 | -5
CC(Sc1ccc(Cl)cc1)C(=O)NCc1ccc2c(c1)OCO2 (configuration not stated) | 16 | 6 | -2 | 0 | -1 | -4 | 8 | 5

Later entries:
Structure | 697 NFkB inh | Jurkat NFkB inh | SENP7 inh | Gli-Sufu block | UBC13 polyUb | SENP8 block | HKDC1 inh | Apaf1 inhib
Cc1cc(C)c(NC(=O)/C=C\C(=O)O)c(Cl)c1 | 5 | 4 | -2 | 1 | 20 | -3 | 1 | -6
O=C(Nc1ccc(F)cc1)c1nc[nH]c1C(=O)O | -10 | -7 | -14 | -8 | -10 | 6 | 3 | 5
O=C(NCc1ccccn1)C1CC(c2ccccc2O)=NO1 (configuration not stated) | 4 | -2 | -7 | -8 | -6 | -7 | 16 | -8
N#Cc1nc(-c2ccc(F)cc2)oc1NCCN1CCOCC1 | 2 | -1 | -6 | 11 | 10 | 0 | 4 | 1
CC1(C)C2CCC1(C)C(OC(=O)CNc1ccccc1)C2 (configuration not stated) | -2 | 9 | 1 | -2 | 4 | 3 | -1 | -3
Cc1ccc(S(=O)(=O)Oc2ccc(C)cc2/C=N/N=C2\NC(=O)C(C)S2)cc1 (configuration not stated) | -40 | -17 | -8 | -13 | -34 | -6 | 9 | 19
CC(C)OP(C)(=O)CN1CCN(CP(C)(=O)OC(C)C)CC1 (configuration not stated) | 8 | 1 | 1 | 1 | 6 | 6 | -1 | -25
CC(=O)N=c1sc(S(N)(=O)=O)nn1C | -23 | 5 | 7 | 2 | -1 | -1 | -6 | 15
COc1ccccc1NC1C=CS(=O)(=O)C1 (configuration not stated) | 17 | -2 | 3 | -2 | 8 | 0 | -9 | -8
O=C(NCCN1CCOCC1)c1ccc(S(=O)(=O)Nc2ccccc2)cc1 | -6 | 11 | 5 | 3 | 7 | 5 | -2 | -9
O=C(Nc1ccc(-n2cnnn2)cc1)C1CCCCC1 | -6 | -5 | 4 | -74 | -5 | -4 | -8 | 8
Cc1ccc(Oc2ncccc2C(=O)NCC(=O)O)cc1 | 5 | -1 | -1 | 3 | -8 | 6 | -1 | -10
CC(C)Cc1ccc(C(=O)NCCOc2ccccc2)o1 | -147 | -124 | 10 | -55 | -2 | 10 | -3 | 8
Cc1cc(C)nc(SCc2nnc(SCC(=O)Nc3nc(-c4ccccc4)cs3)n2-c2ccccc2)n1 | 2 | 8 | 1 | 12 | -9 | 11 | 6 | 4
CCOC(=O)c1nc(Nc2ccccc2CC)c2ccccc2n1 | 21 | -12 | -5 | -15 | -11 | -2 | 3 | 0
O=C(C1CCN(S(=O)(=O)c2ccc3ccccc3c2)CC1)N1CCN(c2ncccn2)CC1 | 9 | 6 | 3 | 1 | 1 | 3 | -4 | 7
CCOC(=O)c1cc(-c2ccc(N3CCOCC3)cc2)nn1-c1ccccc1 | 10 | 0 | 3 | 4 | 12 | -2 | -9 | 6
Cc1cc(C)nc(SCC(=O)N/N=C/C=C/c2ccccc2)n1 | -16 | 7 | -3 | -18 | -16 | -5 | -7 | 1
Cc1cc(-c2csc(Nc3ccccn3)n2)ccc1F | -237 | -158 | 67* | -27 | 4 | 59* | 0 | 23
CCOC(=O)c1ccc(NC(=O)CCn2nnc3ccccc32)cc1 | -19 | -17 | -7 | -3 | -7 | -11 | -4 | 9

A stretch taken from the entries so far, as a working copy:
Structure | 697 NFkB inh | Jurkat NFkB inh | SENP7 inh | Gli-Sufu block | UBC13 polyUb | SENP8 block | HKDC1 inh | Apaf1 inhib
CC(C)Cc1ccc(C(=O)NCCOc2ccccc2)o1 | -147 | -124 | 10 | -55 | -2 | 10 | -3 | 8
Cc1cc(C)nc(SCc2nnc(SCC(=O)Nc3nc(-c4ccccc4)cs3)n2-c2ccccc2)n1 | 2 | 8 | 1 | 12 | -9 | 11 | 6 | 4
CCOC(=O)c1nc(Nc2ccccc2CC)c2ccccc2n1 | 21 | -12 | -5 | -15 | -11 | -2 | 3 | 0

(list continues)
Structure | 697 NFkB inh | Jurkat NFkB inh | SENP7 inh | Gli-Sufu block | UBC13 polyUb | SENP8 block | HKDC1 inh | Apaf1 inhib
COc1ccc(NC(=O)COc2ccc(C)cc2)c([N+](=O)[O-])c1 | -38 | -54 | 6 | -61 | 5 | -6 | -6 | -5
COc1ccc(NC(=O)CSc2nc(C)cc(C)n2)c([N+](=O)[O-])c1 | 9 | 8 | -3 | -2 | -4 | -12 | 14 | -5
CC(C)(C)OC(=O)N1CCC(C(=O)Nc2ccc3c(c2)CCC3)CC1 | -36 | -46 | -1 | -19 | 0 | -8 | -1 | 13
CCOc1ccc(-c2c(C(=O)N/N=C/c3ccco3)nnn2-c2nonc2N)cc1 | 17 | 11 | 5 | 44 | -16 | -3 | -1 | 5
Cc1ccc(NS(=O)(=O)c2ccc(OCC(N)=O)cc2)cc1 | -1 | 0 | -3 | -2 | 5 | 6 | 13 | -3
Cc1ccc(S(=O)(=O)N(CC(=O)N/N=C\c2cccs2)c2cccc3cccnc23)cc1 | -25 | -5 | 3 | 6 | -8 | 4 | -6 | 13
COc1ccccc1NC(=O)CSc1nnc(CC(=O)Nc2ccccc2F)n1C | -3 | 6 | -13 | -8 | 4 | -14 | 3 | 10
N/C(=N\OC(=O)COc1ccccc1Cl)c1ccc(Cl)cc1 | -9 | -24 | -8 | 4 | 5 | -17 | -3 | 16
Cc1[nH]n(-c2ccccc2)c(=O)c1/C=N/NC(=O)C(C)C | -4 | 4 | -14 | -16 | -23 | -9 | -7 | 13
Cc1ccc(S(=O)(=O)N(C)C)cc1NC(=S)Nc1ccc2[nH]c(=O)[nH]c2c1 | -7 | 2 | -8 | 3 | -7 | -14 | -5 | 14
COc1ccc(CN2CCN(c3cccc(C)c3C)CC2)cc1OC | 16 | 4 | -2 | 4 | 9 | -1 | 0 | 0
Cc1sc2nc(SCC(=O)NCc3ccco3)n(CCc3ccccc3)c(=O)c2c1C | -6 | -5 | 1 | 22 | 1 | 2 | -6 | 3
COc1ccc(C(=O)N2CCC(C(=O)N3CCN(Cc4ccccc4)CC3)CC2)cc1 | 1 | 19 | 5 | 0 | -4 | -2 | -5 | -15
COc1ccccc1CNC(=O)Nc1cccs1 | 20 | -14 | 3 | 0 | -2 | -1 | 6 | 3
Cc1ccc(OCCCC(=O)N2CCOCC2)cc1 | -13 | -4 | -10 | -6 | 1 | -11 | -4 | 9
CCOC(=O)CSC1=C(C#N)C(c2ccc(Cl)cc2)CC(=O)N1 (configuration not stated) | -4 | -1 | 4 | 4 | 1 | -14 | -2 | 15
CN1C(=O)C(O)(c2nnc(-c3ccccc3)o2)c2ccccc21 (configuration not stated) | -5 | -13 | 1 | -17 | -10 | -3 | -7 | -8
COc1ccc(-c2csc(NC(=O)COC(=O)c3ccc(Br)o3)n2)cc1 | -72 | -81 | 7 | x | -2 | -5 | x | 3
